L3MBTL1 inh – L3MBTL1 (human) inhibition | Q9Y468 | AlphaScreen L3MBTL1–H3K9me1 peptide binding | AID 485360 | 230,000 compounds, 0.66% hits | Potency, µM (titrated, usually from 57.1 µM), without a hit: top-dose activity, negative = inhibition, hits mostly inhibitors; active = well fitted inhibition curve with a large enough effect; also: nearly all actives have a fitted effect of over 60% in size
Target sequence (Q9Y468 whole entry, looked up): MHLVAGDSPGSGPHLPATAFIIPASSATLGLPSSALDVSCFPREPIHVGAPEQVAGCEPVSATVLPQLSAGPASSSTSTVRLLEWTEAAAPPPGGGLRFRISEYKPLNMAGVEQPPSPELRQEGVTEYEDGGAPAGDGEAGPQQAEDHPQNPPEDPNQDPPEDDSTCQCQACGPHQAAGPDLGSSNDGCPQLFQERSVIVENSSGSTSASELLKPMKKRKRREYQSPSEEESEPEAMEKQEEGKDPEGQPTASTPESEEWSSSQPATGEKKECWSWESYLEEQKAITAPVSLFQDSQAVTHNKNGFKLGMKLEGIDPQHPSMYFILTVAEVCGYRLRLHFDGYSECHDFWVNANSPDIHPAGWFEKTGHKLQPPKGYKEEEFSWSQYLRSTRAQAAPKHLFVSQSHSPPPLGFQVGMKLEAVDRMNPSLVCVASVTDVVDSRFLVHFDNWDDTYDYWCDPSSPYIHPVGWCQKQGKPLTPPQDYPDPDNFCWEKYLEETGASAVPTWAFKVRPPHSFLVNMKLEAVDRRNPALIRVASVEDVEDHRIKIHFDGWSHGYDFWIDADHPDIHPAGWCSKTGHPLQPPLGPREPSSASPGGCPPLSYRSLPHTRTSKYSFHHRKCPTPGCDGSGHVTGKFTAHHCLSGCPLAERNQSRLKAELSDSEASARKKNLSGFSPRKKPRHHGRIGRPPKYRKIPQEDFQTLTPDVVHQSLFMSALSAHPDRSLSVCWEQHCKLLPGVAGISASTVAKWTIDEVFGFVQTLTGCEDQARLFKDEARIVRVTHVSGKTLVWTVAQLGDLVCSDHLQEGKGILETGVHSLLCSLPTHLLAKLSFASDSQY
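L3MBTL1 (50 nM) pre-complexed 30 min with biotinylated H3(1-15)K9me1 peptide (75 nM), then compounds added for 30 min at room temperature; AlphaScreen streptavidin donor/nickel chelate acceptor beads (10 ug/mL final) read after 30 min dark incubation.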
Numbers without * were called inactive; [ ] = dose if it differs, or a comment. % is scaled to controls: 0 for no effect and ±100 for the full control effect; potency is read from the fitted curve at half-maximal effect.

The opening 14 records, ahead of the listing:
SMILES	L3MBTL1 inh
CC(c1nnc(SCC(=O)N(C)C2CCS(=O)(=O)C2)n1-c1ccccc1)N(C)C (stereo not drawn)	-2%
COc1ccccc1CCC(=O)OCC(=O)Nc1cccc(S(=O)(=O)N2CCOCC2)c1	0%
Cc1cc(N)n2nc(-c3ccccc3)c(-c3ccccc3)c2n1	-5%
CCCn1c(N)c(N(CCOC)C(=O)CSc2cc(C)c3cccc(C)c3n2)c(=O)[nH]c1=O	2%
COc1ccc(C)cc1NCc1ccc([N+](=O)[O-])cc1	-8%[2.29 µM]
O=C(COC(=O)c1cc([N+](=O)[O-])ccc1Cl)NCCc1ccccc1	-7%
CCN(c1ccccc1)S(=O)(=O)c1c(C)noc1C	3%
C=C(C)CN(CC)C(=O)CSc1ccc(S(=O)(=O)N2CCN(Cc3ccccc3)CC2)cn1	-11%
Cc1cccc(C(=O)OCC(=O)NC2CCCCCCC2)c1	-3%
CC1(NC(=O)c2cccc(S(=O)(=O)N3CCN(c4ccccc4)CC3)c2)CCS(=O)(=O)C1 (stereo not drawn)	-8%
CC(O)c1cccc(NC(=O)CC(c2ccccc2)c2ccccc2)c1 (stereo not drawn)	-10%
O=C(COc1ccc(Cl)cc1Br)Nc1cccc(S(=O)(=O)N2CCCC2)c1	5%
CC(C)NC(=O)NC(=O)CSc1ccc(S(=O)(=O)N2CCCC2)cn1	3%
COc1cccc2oc3cc(C#Cc4ccccn4)ccc3c(=O)c12	-8%

All compounds of this part, from the start:
SMILES	L3MBTL1 inh
CC(c1nnc(SCC(=O)N(C)C2CCS(=O)(=O)C2)n1-c1ccccc1)N(C)C (stereo not drawn)	-2%
COc1ccccc1CCC(=O)OCC(=O)Nc1cccc(S(=O)(=O)N2CCOCC2)c1	0%
Cc1cc(N)n2nc(-c3ccccc3)c(-c3ccccc3)c2n1	-5%
CCCn1c(N)c(N(CCOC)C(=O)CSc2cc(C)c3cccc(C)c3n2)c(=O)[nH]c1=O	2%
COc1ccc(C)cc1NCc1ccc([N+](=O)[O-])cc1	-8%[2.29 µM]
O=C(COC(=O)c1cc([N+](=O)[O-])ccc1Cl)NCCc1ccccc1	-7%
CCN(c1ccccc1)S(=O)(=O)c1c(C)noc1C	3%
C=C(C)CN(CC)C(=O)CSc1ccc(S(=O)(=O)N2CCN(Cc3ccccc3)CC2)cn1	-11%
Cc1cccc(C(=O)OCC(=O)NC2CCCCCCC2)c1	-3%
CC1(NC(=O)c2cccc(S(=O)(=O)N3CCN(c4ccccc4)CC3)c2)CCS(=O)(=O)C1 (stereo not drawn)	-8%
CC(O)c1cccc(NC(=O)CC(c2ccccc2)c2ccccc2)c1 (stereo not drawn)	-10%
O=C(COc1ccc(Cl)cc1Br)Nc1cccc(S(=O)(=O)N2CCCC2)c1	5%
CC(C)NC(=O)NC(=O)CSc1ccc(S(=O)(=O)N2CCCC2)cn1	3%
COc1cccc2oc3cc(C#Cc4ccccn4)ccc3c(=O)c12	-8%
CCc1cc(Cn2nc(-c3ccccc3)cc2C(=O)NCc2cccc(Br)c2)on1	16%
CN(C)S(=O)(=O)c1cc(C(=O)Nc2ccccc2C(=O)NC2CC2)ccc1Cl	40%[activator]
O=C(COC(=O)CC1CC2CCC1C2)NCc1ccccc1 (stereo not drawn)	7%
CCN(CC)C(=O)c1[nH]cnc1C(=O)NCc1ccc(CNC(=O)OC(C)(C)C)cc1	-3%
COc1ccc(C)cc1NC(=O)c1ccc(CN2CCc3ccccc3C2)cc1	-1%
CS(=O)(=O)c1cccc(S(=O)(=O)N2CCN(c3ccccn3)CC2)c1	3%
CCN(C(=O)CCN1C(=O)c2ccccc2S1(=O)=O)c1ccccc1	0%
CC12CCC(=O)N1C(C(=O)Nc1nc(-c3ccc(F)cc3)cs1)CS2 (stereo not drawn)	-3%
COc1ccc(NC(=O)c2ccc(-n3cncn3)c([N+](=O)[O-])c2)cc1OC	1%
O=C(c1cc(-c2ccccc2Cl)nc2ccccc12)N1CCN(c2ccccc2O)CC1	-13%
CCN(C(=O)CSc1ncnc2c1cnn2-c1ccccc1)C1CCS(=O)(=O)C1 (stereo not drawn)	-1%
COc1ccc(N2CCN(C(=O)c3ccc(CS(=O)(=O)c4ccccc4C)o3)CC2)cc1	2%
Cc1ccc([N+](=O)[O-])cc1NC(=O)c1cccnc1	7%
COc1ccc(S(=O)(=O)N(C)C[C@H]2Oc3c(NC(=O)C4CCCCC4)cccc3C(=O)N([C@H](C)CO)C[C@@H]2C)cc1	1%
C[C@H](CO)N1C[C@H](C)[C@@H](CN(C)C(=O)Nc2ccc(C(F)(F)F)cc2)Oc2ccc(NS(=O)(=O)c3cn(C)cn3)cc2C1=O	9%
CC(C)c1ccc(C2(C)NC(=O)N(CC(=O)NCC3COc4ccccc4O3)C2=O)cc1 (stereo not drawn)	22%
COc1cccc(CC(=O)OC(C)C(=O)NCc2ccc3c(c2)OCO3)c1 (stereo not drawn)	5%
CCCCN(C(=O)c1cc2c(s1)CCC2)c1c(N)n(CCCC)c(=O)[nH]c1=O	-7%
COc1ccc(C(=O)OCC(=O)c2ccc(Cl)s2)c(OC)c1OC	3%
O=C(COC(=O)CSc1ccc(Cl)cc1)Nc1ccccc1	10%
O=C(CCc1nc2ccccc2c(=O)[nH]1)Nc1cc(Cl)ccc1N1CCCCC1	-15%
COCCN(Cc1ccccc1)C(=O)C1CCN(C(=O)Nc2ccccc2)CC1	5%
CC(=O)c1ccc(NC(=O)CSc2nnc(C3CC3)n2C2CC2)cc1	3%
O=C(NC(=O)c1ccccc1)C1=C(N2CCCC2)COC1=O	-2%
C/C=C/c1ccc(OCC(=O)OCC(=O)Nc2c(C)nn(-c3ccccc3)c2C)c(OC)c1	0%
N#CCC(=O)Nc1ccc(C(=O)OCC(=O)C23CC4CC(CC(C4)C2)C3)cc1	-2%
CC[C@]12c3[nH]c4ccccc4c3CCN1C(=O)C(CC(=O)NCCCN(C)C)C[C@@H]2C(=O)N1CCN(C(=O)C2CC2)CC1 (stereo partly drawn)	-2%
Oc1ccc(C[C@@H]2CNCCN2CCc2cccc3ccccc23)cc1	-12%
O=C(NNC(=O)c1ccccc1O)c1ccc(NS(=O)(=O)c2ccc(F)cc2)cc1	-4%
COc1ccccc1Nc1nc(-c2cccnc2)cs1	-3%
COc1cc2nc(CN3CCN(S(=O)(=O)c4ccccc4)CC3)[nH]c(=O)c2cc1OC	-6%
COc1ccc(N=Nc2c(-c3ccc(OC)cc3)[nH]oc2=O)cc1	-5%
Cc1ccccc1OCC(=O)OCC(=O)Nc1cc(S(=O)(=O)N2CCCCC2)ccc1Cl	-6%
Cn1nc(C(=O)OCC(=O)Nc2ccc(F)cc2Cl)c2ccccc2c1=O	-2%
CCNc1nc(NCC)n2c(SCC(=O)Nc3c(C)cccc3C)nnc2n1	0%
Cc1occc1C(=O)N1CCN(S(=O)(=O)c2ccc(F)cc2)CC1	-1%
Cc1ccc(-n2nnnc2CNC(=O)C2CC(=O)N(c3ccc(F)cc3)C2)cc1C (stereo not drawn)	-1%
COc1cccc(-c2ccc3ncnc(NCc4cccc(F)c4)c3c2)c1	7%
CC(C(=O)Nc1ccc(S(=O)(=O)N2CCCC2)cc1)N1CCN(c2ccccc2O)CC1 (stereo not drawn)	-19%
COc1ccccc1NC(=O)CN1C(=O)COc2ccc(C)cc21	1%
CCCNC(=O)C1CC2Cn3c(nc4ccccc43)C2N1C (stereo not drawn)	4%
O=C(CN1CCCC1)Nc1ccc(Br)cc1[N+](=O)[O-]	-16%
Cc1cc(C)c(S(=O)(=O)Nc2ccc(Cl)cn2)c(C)c1	0%
COc1ccccc1N(Cc1ccccc1)S(=O)(=O)c1cccc(C(=O)NC2CC(C)(C)NC(C)(C)C2)c1	-3%
Cc1ccc(S(=O)(=O)N[C@H](C(=O)NC2CCC(C)CC2)C(C)C)cc1 (stereo partly drawn)	6%
C[C@H](NC(=O)c1cc2cc(Cl)ccc2n1C)C(=O)N1CCC[C@H]1C(=O)O	6%

(continued)
SMILES	L3MBTL1 inh
Cc1ccc(C(=S)N2CCCCCC2)cc1	-4%
O=C(COC(=O)c1ccc(Cl)c(S(=O)(=O)N2CCCCC2)c1)NCC1CCCCC1	-3%
COc1ccccc1C(=O)NNC(=O)C1CC=CCC1 (stereo not drawn)	8%
COc1ccc(N(Cc2ccccc2)N=O)cc1	2%
COc1ccccc1C(=O)NNC(=O)c1ccc(C)cc1	-1%
C[C@H]1CN=C(N(C)C)N1CCc1ccc(F)cc1	8%
Cc1ccc(S(=O)(=O)N2CCCCC2)cc1C(=O)N(CCc1ccccc1)Cc1ccccc1	-5%
CN(C(=O)CSc1nnc(CN2CCCC2)n1Cc1ccccc1)c1ccccc1	8%
CCN(CC)S(=O)(=O)c1ccc(/C=C/C(=O)OCC(=O)NC(=O)C2COc3ccccc3O2)cc1 (stereo not drawn)	-10%
Cc1cccc(N(Cc2ccccc2)C(=O)CN2C(=O)NC3(CCCC3)C2=O)c1	-3%
O=C1CN(C(=O)COC(=O)CCC(=O)c2ccc(F)cc2)c2ccccc2N1	-3%
O=C(c1ccccc1)N(Cc1ccccc1)Cc1ccccc1	4%[2.29 µM]
CC(OC(=O)c1ccccc1NCCO)C(=O)NC1CCCCC1C (stereo not drawn)	2%
COc1ccccc1NC(=O)c1ccc(S(=O)(=O)N(C)c2ccccc2OC)cc1	4%
COc1cc2cc(CCCOC(=O)CCCC(=O)O)oc(=O)c2cc1OC	2%
COc1cc(S(=O)(=O)NCc2ccccn2)ccc1Cl	-6%
CCCC(CNC(=O)COC(=O)C1=NNC(=O)CC1)c1ccc(Cl)cc1Cl (stereo not drawn)	-3%
CC(=O)c1ccc(S(=O)(=O)N2CCN(C(=O)CCC3CCCC3)CC2)cc1	-2%
COc1ccc(NC(=O)COC(=O)c2ccc3c(c2)OCO3)c(OC)c1	5%
N/C(=N\OC(=O)c1ccc([N+](=O)[O-])cc1)c1ccc(Br)cc1	-5%[2.29 µM]
C=CC[C@@H](Cc1ccc(F)cc1)C(=O)OC[C@H]1CCCN1C(=O)[C@@H](CC=C)CC(=O)N[C@H](CO)Cc1ccccc1	-2%
CC1CCN(C(=O)COC(=O)C(C)N2C(=O)c3ccccc3C2=O)CC1 (stereo not drawn)	1%
CCCN(CC(=O)Nc1cc(Cl)ccc1Cl)C(=O)c1ccc2n[nH]nc2c1	17%
COc1ccc(-c2cc(C(=O)NCCCN3CCCC3=O)c3ccccc3n2)cc1	8%
CCC(C(=O)OC(C)C)c1ccc2ccccc2c1 (stereo not drawn)	16%
CCCn1c(Nc2cccc(OC)c2)nc2ccccc21	5%
COc1cc(/C=C/C(=O)OCC(=O)NCc2ccco2)ccc1O	-7%
CC(C)CN(C(=O)COC(=O)COc1ccc2c(c1)CCC2)c1c(N)n(Cc2ccccc2)c(=O)[nH]c1=O	-4%
COc1ccc(S(=O)(=O)N2CCOCC2)cc1NC(=O)Cc1c(F)cccc1Cl	3%
O=S(=O)(c1ccc(F)cc1)n1cnc2ccccc21	2%
CCN1C(=O)[C@H]2[C@@H](c3ccc(C)cc3)N3C(=O)N(c4ccc(C)cc4)C(=O)[C@@]3(CC)[C@H]2C1=O	2%
COc1cccc(CNC(=O)CSC(=S)N2CCCC2)c1	2%
COc1ccc([N+](=O)[O-])cc1-c1nc2ccccc2nc1-c1ccccc1	-1%[2.29 µM]
Cc1ccc(S(=O)(=O)CC(=O)Nc2nccs2)cc1	-9%
Cc1ccc(NC(=O)c2ccc3c(c2)NC(=O)CS3)nc1	-4%
CCOc1ccccc1OCCCC(=O)N1CCN(S(=O)(=O)c2ccc(C)cc2C)CC1	-1%
CCC1COCCS(=O)(=O)N1Cc1ccc(C)cc1 (stereo not drawn)	1%
COc1cc(NCC(=O)Nc2cccc(S(=O)(=O)N3CCCCC3)c2)cc(OC)c1OC	-2%
COC(=O)c1ccc(OC(=O)N2CCOCC2)cc1	4%[2.29 µM]
COc1cc(SC)ccc1C(=O)Nc1ccc2ncccc2c1	3%

Three compounds out of the list above, ordered by the value under L3MBTL1 inh, ascending.
SMILES	L3MBTL1 inh
CCOc1ccccc1OCCCC(=O)N1CCN(S(=O)(=O)c2ccc(C)cc2C)CC1	-1%
O=S(=O)(c1ccc(F)cc1)n1cnc2ccccc21	2%
COc1ccc(-c2cc(C(=O)NCCCN3CCCC3=O)c3ccccc3n2)cc1	8%

Following part.
SMILES	L3MBTL1 inh
Cc1ccc(-c2csc(NC(=O)CN3CCC(C(N)=O)CC3)n2)cc1	13%
CCCCN1CCN=C1Nc1ccccc1	-1%
COc1ccccc1N(C)S(=O)(=O)c1ccc(Cl)c(C(=O)NCc2ccco2)c1	-4%
Cc1ccccc1OCC(=O)OCC(=O)NCc1ccccc1Cl	7%
CCCn1c(SCC(=O)NC(=O)NCc2ccccc2)n[nH]c1=O	1%
C=CCN1C(=O)/C(=C2/Sc3ccccc3N2CC)SC1=S	8%
CSc1nnc2c3cc(F)ccc3n(C)c2n1	-1%[2.29 µM]
O=C(Nc1ccc(C(F)(F)F)cc1[N+](=O)[O-])O[C@H]1[C@H](Cc2ccccc2)NS(=O)(=O)[C@H]2C[C@@H]3C=C[C@]12O3	-3%
CCOC(=O)N1CCN(S(=O)(=O)c2ccc(C(=O)N(CCCN(C)C)c3nc4c(F)cc(F)cc4s3)cc2)CC1	3%
Cc1cc(C(=O)NC2CCCCC2)c(C)o1	-2%
O=C(COc1ccc(-c2nnco2)cc1)Nc1ccc(F)c(Cl)c1	3%
Cc1ccc(O)c(NC(=O)c2cc(-c3ccccc3Cl)on2)c1	-4%
Cn1c2ccccc2c(=O)c2ccc(C#Cc3ccc(N)cc3)cc21	34%[activator]
CC1=C(C(=O)OC(C)C)C(c2ccc(Cl)cc2)n2c(s/c(=C\c3ccc(OCC(=O)O)cc3)c2=O)=N1 (stereo not drawn)	-7%
CC(C)N(C(=O)[C@H]1C[C@H](CC(=O)NCCC2=CCCCC2)C(=O)N2CCc3c([nH]c4cc(-c5ccco5)ccc34)[C@]12C)C(C)C	-18%

This is a subset, so the mix of outcomes need not match the whole.
